Bioassay records as filed in PubChem BioAssay.
Imprint erasure: inducers of genomic imprint erasure in mouse ES cells. mouse ES Peg3-LacZ reporter, beta-gal luminescence, 40 h. Potency, µM (doses to about 60.7 µM), for inactives: top-dose activity change, positive = activation, actives largely listed as activators. hit rate 0.02% among 110,000. AID 1948;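 note: 0% = negative control wells on the plate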
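Gelatin-coated wells received 300 freshly trypsinized female ES cells with a Peg3LacZ-Neo reporter on the maternal allele, then incubated 40 hours at 37C. BetaGlo was added for 5 minutes at room temperature before a single luminescence read.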
p53ts 32C kill: kills p53ts cells at the permissive temperature | Potency, µM (highest dose often 46.1 µM), for the others: at the highest dose activity change, negative = cytotoxicity, actives largely listed as cytotoxic | hit rate 0.93% among 130,000 | H1299-p53A138V at 32C, ATP luminescence viability, 24 h;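 note: 0% = DMSO and -100% = full killing by reference compound; nearly all actives have a fitted effect of over 55% in size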
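Cells: H1299 p53ts (A138V), 600/well, pre-incubated 16–30 h at 37C. Cpd up to 46 uM, 24 h, 32C. Readout: ATPlite luminescence, 20 min RT. Normalization: DMSO vs tamoxifen 100 uM. AC50 by Hill equation.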
IkB sig inh: IkB pathway inhibition in ABC-DLBCL cells | ABC-DLBCL IkBa-CBG/CBR dual luciferase ratio, 4 h; response scale: scaled: untreated 0%, proteasome inhibitor 100% | Potency, µM (highest dose often 57.1 µM), for inactives: at the top dose IkBa stabilization activation | hit rate 0.04% among 110,000; active = well fitted curve in the direction sought with a large enough effect in the signal ratio, not every such curve was filed as active; inconclusive = small, poorly fitted or top-dose-only effect, or a change in a side signal; the % refers to the signal ratio;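 note: the direction sought is a rising ratio; 0% = basal untreated cells and 100% = reference inhibitor full response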
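Curves were fitted separately to fusion (green), unfused (red) and ratio luminescence, then classed by r2, magnitude and activity. Cells: OCI-Ly3, 4 h compound plus doxycycline at 37C; 10 uM MG-132 defined full response.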
p53ts 39C tox: cytotoxicity in p53ts cells at nonpermissive temperature; Potency, µM (series often up to 46.1 µM), for inactives: at the highest dose activity change, negative = cell killing, actives largely listed as cytotoxic; H1299-p53A138V viability at 39C, ATP luminescence, 24 h; hit rate 1.5% among 130,000; note: nearly all actives have a fitted effect of over 55% in size
An asterisk follows results filed as active; ? = inconclusive; . = no result given; [ ] = another dose, or the depositor's remark. Unless noted, calls come from the whole dose curve; as a rule, active = well fitted curve in the direction sought with a large enough effect; inconclusive = small, poorly fitted or top-dose-only effect, or another doubt; inactive = no such curve, though single readings can be large; an effect the other way counts as inactive or inconclusive. Unless noted, % is set by controls: 0 for no effect and ±100 for the full control effect; potency is the fitted concentration of half-maximal effect. Not a hit list; about 1.8% have a hit in one of these screens.

Keys – A = Imprint erasure; B = p53ts 32C kill; C = IkB sig inh; D = p53ts 39C tox
smiles: COc1ccccc1CNC(=O)CCC1N=C2c3ccccc3N=C(SCC(=O)Nc3ccc(N(C)C)cc3)N2C1=O (configuration not stated)
  A: 14%[10.9 µM] | B: -5% | C: 1.0% | D: -29%
smiles: COc1ccc(-n2c(=O)c3ccccc3n(CC(=O)NCCc3ccccc3)c2=O)c(OC)c1
  A: 6%[10.9 µM] | B: 1% | C: ? | D: 30%[activator]
smiles: Cc1ccc(CNC(=O)c2c(Nc3ccccc3C)sc(C(=O)c3ccc(F)cc3)c2N)cc1
  A: -2%[10.9 µM] | B: 16% | C: ? | D: ?
smiles: Cc1cc(C)n2c3c(c(C#N)c2n1)CCCC3
  A: -1% | B: 0% | C: -5.6% | D: 7%
smiles: CO[C@H]1OC[C@@]2(C)[C@@H]3C4=C(CN2C(=O)OC(C)(C)C)[C@H](C)[C@H](CO)[C@H](CO)[C@H]4CC[C@H]13
  A: -5% | B: 10% | C: . | D: 5%
smiles: Cn1cnc([N+](=O)[O-])c1Sc1nnc(-c2cccnc2)n1C
  A: -12%[10.9 µM] | B: -1%[9.22 µM] | C: 2.4%[11.4 µM] | D: -2%[9.22 µM]
smiles: Cc1ccccc1-c1nnc2c3ccccc3c(C)nn12
  A: . | B: 10% | C: . | D: 18%
smiles: Cc1cccc(NS(=O)(=O)c2nnc(NC(=O)C3CCCCC3)s2)c1
  A: -10%[10.9 µM] | B: -20% | C: -1.9% | D: ?
smiles: COc1ccc(/C=N/Nc2ncc(-c3ccccc3)cn2)c(OC)c1
  A: . | B: 2% | C: . | D: 5%
smiles: O=C(Cc1ccccc1)Nc1ccc(N2CCOCC2)cc1N1CCOCC1
  A: -1% | B: -1% | C: -1.1% | D: 17%
smiles: COc1cccc(-n2nnnc2SCC(=O)NCc2ccc3c(c2)OCO3)c1
  A: -10% | B: -1% | C: 4.0% | D: -5%
smiles: Cc1cc(C)c(NC(=O)Nc2csc3c2CCCC3)c(C)c1
  A: 20%[10.9 µM] | B: 7% | C: -2.3% | D: -3%
smiles: CN(/N=C\c1ccccc1O)c1ccc2ccccc2n1
  A: -14%[10.9 µM] | B: -13%[9.22 µM] | C: 2.3%[11.4 µM] | D: -9%[9.22 µM]
smiles: CCNc1nnc(CSc2nc3ccccc3s2)s1
  A: . | B: 1% | C: . | D: -1%
smiles: COc1ccc(OC)c(-n2c(SCC(C)=O)nnc2-c2cccc(S(=O)(=O)N(C)C)c2)c1
  A: -2% | B: 9% | C: -1.0% | D: -3%
smiles: O=C(Nc1ccc(F)cc1F)c1ccc(-n2cnc3cccnc32)cc1
  A: 6%[10.9 µM] | B: 7% | C: 1.4% | D: 7%
smiles: C=CCn1c(=O)c2ccccc2n2c(SCC(=O)Nc3cc(C)on3)nnc12
  A: -2% | B: 14% | C: -0.2% | D: 8%
smiles: Cc1cc(C)n(C(C)CC(=O)Nc2ccc(Cl)cc2C)n1 (configuration not stated)
  A: -13%[10.9 µM] | B: -6% | C: 0.3% | D: -9%
smiles: COc1cccc(-c2nc(-c3ccc(NC(=O)c4cccnc4)cc3)no2)c1
  A: -3% | B: -8% | C: -1.4% | D: 2%
smiles: CCOC(=O)c1cccc(NC(=O)Cn2c(=O)c3cccn3c3ccccc32)c1
  A: 17%[10.9 µM] | B: 20% | C: ? | D: ?
smiles: CCOc1ccc(CNC(=O)CCC(=O)N2Cc3ccccc3Oc3ncccc32)cc1
  A: -2%[10.9 µM] | B: -2% | C: ? | D: -11%
smiles: COc1ccc(NC(=O)CSc2nnc(Cc3cccn3C)n2-c2ccc(F)cc2)cc1OC
  A: -18% | B: 9% | C: 1.7% | D: 2%
smiles: O=C(O)C1C2CCC(C2)C1C(=O)Nc1cc(F)ccc1F (configuration not stated)
  A: 4% | B: 4% | C: 0.1% | D: 6%
smiles: COc1ccc(-n2c(=O)cc(N3CCOCC3)[nH]c2=O)cc1
  A: 10% | B: 19% | C: -0.6% | D: -16%
smiles: CCOc1ccc(N2C(=O)NC(Cc3c[nH]c4ccccc34)C2=O)cc1 (configuration not stated)
  A: -7% | B: 14% | C: 6.0% | D: 11%
smiles: Cc1cn2c(=O)cc(COc3cccc(NC(=O)c4ccccc4Cl)c3)nc2s1
  A: -8%[10.9 µM] | B: -5% | C: 3.1% | D: 4%
smiles: COc1ccc(Nc2ncc3c(n2)CCN(Cc2ccc(Br)s2)C3)c(OC)c1
  A: -18%[10.9 µM] | B: 7% | C: -0.8% | D: -22%
smiles: Cc1ccc2nc(CCc3nc4ccc(C)cc4o3)oc2c1
  A: . | B: 1% | C: -0.4% | D: 3%
smiles: COc1ccc2nc(NS(=O)(=O)c3ccc(C)cc3)c(Nc3cc(Cl)ccc3OC)nc2c1
  A: -4%[10.9 µM] | B: 2% | C: ? | D: -4%
smiles: COc1ccccc1OCCCn1c(=O)oc2ccc(C)cc21
  A: . | B: 4% | C: -2.0% | D: -6%
smiles: COc1ccc(Br)cc1C(=O)Nc1cccc2ccc(C)nc12
  A: 13%[10.9 µM] | B: -5% | C: 0.8% | D: 26%
smiles: COc1ccc(N(C)C(=O)Nc2ccc3c(c2)nnn3C)cc1
  A: 28% | B: -6% | C: 0.1% | D: 7%
smiles: Cc1nc(=O)c(-c2ccccc2)c(C)n1-c1cccc(C(=O)O)c1
  A: -6% | B: 1% | C: -2.8% | D: 16%
smiles: CCN(CC)C(=O)C(C)N(C#N)c1nc(SC)nc(N(C)C)n1 (configuration not stated)
  A: -17% | B: 5% | C: 0.2% | D: 1%
smiles: Cc1ccc(NC(=O)c2oc3ccccc3c2NC(=O)c2ccc(F)c(F)c2)cc1
  A: 21%[10.9 µM] | B: -17% | C: ? | D: -12%
smiles: Clc1ccc(CC[C@H](Cn2ccnc2)Sc2c(Cl)cccc2Cl)cc1
  A: 7%[16.8 µM] | B: 0%[20.6 µM] | C: -0.3%[25.6 µM] | D: ?
smiles: O=C(C(=O)N1CCc2ccccc2C1)c1cn(CC(=O)N2CCCCC2)c2ccccc12
  A: . | B: -13% | C: . | D: -13%
smiles: CC(=O)N1CCN(S(=O)(=O)c2ccc(S(=O)(=O)NCC(C)C)cc2)CC1
  A: -6% | B: 1% | C: 1.0% | D: -1%
smiles: CCc1ccc(-c2nn(CC(=O)NC3CCCCC3)c3c2cnc2ccc(C)cc23)cc1
  A: -15%[10.9 µM] | B: 1% | C: -1.3% | D: -9%
smiles: CCn1c2ccccc2c2cc(CN3CCN(Cc4ccc(OC)c(OC)c4)CC3)ccc21
  A: -16%[10.9 µM] | B: -7% | C: ? | D: 25µM*
smiles: Cc1cccc(S(=O)(=O)c2c(N)n(/N=C/c3cccnc3)c3nc4ccccc4nc23)c1
  A: -3% | B: 8% | C: -0.4% | D: 1%
smiles: Cc1ccc(NC(=O)C2CCC(CNS(=O)(=O)c3ccc4c(c3)C(C)(C)C(=O)N4C)CC2)cc1 (configuration not stated)
  A: -10%[10.9 µM] | B: 8% | C: -1.1% | D: -1%
smiles: Clc1cccc(-c2nn3c(Cn4cnc5ccccc54)nnc3s2)c1
  A: -8% | B: 7% | C: -2.5% | D: 7%
smiles: COc1cc(C2C(C#N)=C(N)Oc3cc(C)oc(=O)c32)cc2c1OCO2 (configuration not stated)
  A: 5% | B: 7% | C: -0.4% | D: -3%
smiles: CC(C)=CCC/C(C)=C/CO/N=C1/[C@H]2O[C@@H]2[C@@H](O)[C@H]2[C@H]1CCn1c(=O)n(-c3ccccc3)c(=O)n12
  A: . | B: 3%[9.22 µM] | C: . | D: -4%[9.22 µM]
smiles: COC(=O)c1ccc(S(=O)(=O)N2CCCCCC2)cc1
  A: 7% | B: -4% | C: -1.1% | D: -9%
smiles: CC(c1ccccc1)C1C(C#N)=C(N)OC2=C1C(=O)CCC2 (configuration not stated)
  A: . | B: 6% | C: . | D: 0%
smiles: Cc1nc2cc(C(=O)OCC(=O)N(CC(C)C)C3CCS(=O)(=O)C3)ccc2n1-c1ccccc1 (configuration not stated)
  A: -9% | B: 3% | C: 2.2% | D: -6%
smiles: Cc1nccc2[nH]c(=O)c(C(=O)NC3CCCCC3C)cc12 (configuration not stated)
  A: -7% | B: -8% | C: 0.9% | D: -6%
smiles: O=C1CC(c2cccc(Cl)c2)Cc2nc(N3CCN(c4ccccc4)CC3)ncc21 (configuration not stated)
  A: -1% | B: 7% | C: -0.1% | D: 6%

Later entries:
Keys – A = Imprint erasure; B = p53ts 32C kill; C = IkB sig inh; D = p53ts 39C tox
smiles: COc1ccccc1NC(=O)c1oc2ccccc2c1NC(=O)c1cc(OC)c(OC)c(OC)c1
  A: -21% | B: -4% | C: 1.2% | D: 7%
smiles: COCCCN1C(=O)C(=O)/C(=C(/O)c2ccc(OC(C)C)c(C)c2)C1c1ccncc1 (configuration not stated)
  A: -1% | B: -1% | C: 0.2% | D: -8%
smiles: COCCNC(=O)C1c2cc(OC)c(OC)cc2C(=O)N(C)C1c1cccnc1 (configuration not stated)
  A: -1% | B: -11% | C: -1.6% | D: 3%
smiles: O=C(Nc1ccccc1)c1ccc(Cc2nc3ccccc3[nH]2)cc1
  A: . | B: -5% | C: . | D: -6%
smiles: O=C(NC12CC3CC(CC(C3)C1)C2)c1cccnc1
  A: -5% | B: 1% | C: 1.0% | D: 4%
smiles: Cc1cc(C)n(C(=O)CNc2ccccc2Cl)n1
  A: . | B: -1% | C: . | D: -2%
smiles: COc1ccc(NC(=O)c2ccco2)cc1NC(=O)c1cc(Br)ccc1Cl
  A: -12%[10.9 µM] | B: 11% | C: -0.1% | D: -5%
smiles: Cc1cc(C(=O)CSc2nc3ccc(Cl)cc3[nH]2)c(C)n1C
  A: -2% | B: 8% | C: ? | D: -30%
smiles: O=C(Nc1ccccc1)C1=C(N2CCOCC2)/C(=C/c2cccnc2)CC1
  A: -2% | B: -20% | C: ? | D: -15%
smiles: CCCC(=O)NC1C2CC3CC(C2)CC1C3 (configuration not stated)
  A: 3% | B: 0% | C: -0.4% | D: 4%
smiles: CCc1ccc(-c2cc(C)no2)cc1S(=O)(=O)Nc1ccc(C)cn1
  A: 12%[10.9 µM] | B: 10% | C: -0.1% | D: -1%
smiles: Cc1ccc(NC(=O)c2c(C)oc3ccc(O)c(CN(C)Cc4ccccc4)c23)c(C)c1
  A: -6%[10.9 µM] | B: 6% | C: ? | D: ?
smiles: COCCNC(=O)C(c1ccc(Cl)cc1)N(C(=O)CCC(=O)Nc1ccccn1)C1CCCC1 (configuration not stated)
  A: -3% | B: 10% | C: 1.3% | D: 6%

Entries shown so far with an aryl thioether with sulfur outside any ring:
Keys – A = Imprint erasure; B = p53ts 32C kill; C = IkB sig inh; D = p53ts 39C tox
smiles: Cn1cnc([N+](=O)[O-])c1Sc1nnc(-c2cccnc2)n1C
  A: -12%[10.9 µM] | B: -1%[9.22 µM] | C: 2.4%[11.4 µM] | D: -2%[9.22 µM]
smiles: COc1cccc(-n2nnnc2SCC(=O)NCc2ccc3c(c2)OCO3)c1
  A: -10% | B: -1% | C: 4.0% | D: -5%
smiles: CCNc1nnc(CSc2nc3ccccc3s2)s1
  A: . | B: 1% | C: . | D: -1%
smiles: COc1ccc(OC)c(-n2c(SCC(C)=O)nnc2-c2cccc(S(=O)(=O)N(C)C)c2)c1
  A: -2% | B: 9% | C: -1.0% | D: -3%
smiles: C=CCn1c(=O)c2ccccc2n2c(SCC(=O)Nc3cc(C)on3)nnc12
  A: -2% | B: 14% | C: -0.2% | D: 8%
smiles: COc1ccc(NC(=O)CSc2nnc(Cc3cccn3C)n2-c2ccc(F)cc2)cc1OC
  A: -18% | B: 9% | C: 1.7% | D: 2%
smiles: CCN(CC)C(=O)C(C)N(C#N)c1nc(SC)nc(N(C)C)n1 (configuration not stated)
  A: -17% | B: 5% | C: 0.2% | D: 1%
smiles: Clc1ccc(CC[C@H](Cn2ccnc2)Sc2c(Cl)cccc2Cl)cc1
  A: 7%[16.8 µM] | B: 0%[20.6 µM] | C: -0.3%[25.6 µM] | D: ?
smiles: Cc1cc(C(=O)CSc2nc3ccc(Cl)cc3[nH]2)c(C)n1C
  A: -2% | B: 8% | C: ? | D: -30%
